Eya2 phos inh: qHTS Assay for Inhibitors of the Phosphatase Activity of Eya2; Protein phosphatase EYA2 (Homo sapiens), O00167; recombinant Eya2, OMFP fluorescence dephosphorylation (OMFP is methylfluorescein phosphate); Potency, µM (doses to about 76.9 µM), without a hit: at the highest dose activity, negative = inhibition, hits mostly inhibitors; 330,000 compounds, 0.006% hits; note: potency is the fitted concentration of half-maximal effect; % is set by controls: 0 for no effect and ±100 for the full control effect
Target sequence (O00167 whole entry, looked up): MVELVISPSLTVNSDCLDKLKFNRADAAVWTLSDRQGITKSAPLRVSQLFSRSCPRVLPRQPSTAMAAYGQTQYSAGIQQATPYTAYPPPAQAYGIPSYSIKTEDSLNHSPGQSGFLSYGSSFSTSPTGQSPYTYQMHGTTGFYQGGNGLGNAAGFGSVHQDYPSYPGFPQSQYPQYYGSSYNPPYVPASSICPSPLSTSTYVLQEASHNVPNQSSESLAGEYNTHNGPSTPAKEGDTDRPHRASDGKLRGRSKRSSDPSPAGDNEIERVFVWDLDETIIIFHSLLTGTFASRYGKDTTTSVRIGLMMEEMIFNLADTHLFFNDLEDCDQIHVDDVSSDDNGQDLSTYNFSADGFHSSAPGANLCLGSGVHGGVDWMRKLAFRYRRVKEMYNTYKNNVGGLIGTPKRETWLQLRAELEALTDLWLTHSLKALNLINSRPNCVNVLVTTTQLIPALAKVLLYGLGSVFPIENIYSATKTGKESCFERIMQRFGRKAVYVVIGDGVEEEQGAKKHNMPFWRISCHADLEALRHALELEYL
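Eya2 (0.2 uM) preincubated 10 min at ambient with compound, then OMFP substrate added at 50 uM; 10 min reaction in 50 mM HEPES pH 7.5, 50 mM NaCl, 5 uM MgCl2, 0.05% BSA, 1 mM DTT. Fluorescence read at Ex 485/Em 525 nm.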
Mito fusion act: qHTS Assay for Small Molecule Inhibitors of Mitochondrial Division or Activators of Mitochondrial Fusion. S. cerevisiae fusion-defective mutant growth rescue, CellTiterGlo 48 h. Potency, µM (series often up to 46.1 µM), for inactives: at the top dose growth rescue (activation), actives largely listed as activators. 320,000 compounds, 0.23% hits;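 note: potency is the fitted concentration of half-maximal effect; % of control where 0% means no effect; nearly all actives have a fitted effect of over 45% in size; temperature-sensitive fusion mutants such as fzo1-1 at 37 °C on non-fermentable ethanol glycerol medium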
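Temperature-sensitive fusion-defective S. cerevisiae (e.g. fzo1-1, mgm1-5) were grown with compound in YPEG medium (3% ethanol, 3% glycerol) for 48 hours at 37C. Growth rescue was measured as viability by CellTiterGlo luminescence after 10 minutes at ambient.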
TSHR antagonist: Antagonists of the Thyroid Stimulating Hormone Receptor: HTS campaign. Thyrotropin receptor (Homo sapiens), P16473. TSHR-expressing cells, TSH-stimulated cAMP HTRF, 2 h; hits give low values. activity change, negative = inhibition, % at 11.5 µM. 330,000 compounds, 0.2% hits;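 active = activity change below a set negative limit, meaning inhibition stronger than a set level, cut at about -70% in these data; inconclusive = activity change between two set negative limits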; note: % is set by controls: 0 for no effect and ±100 for the full control effect
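Inhibition of cAMP made by TSHR-expressing cells under TSH stimulation (4nM final, EC80; 2 h, 37 deg C) is quantified with a one-step lysis HTRF kit, anti-cAMP cryptate versus cAMP-d2.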
TCR activator: Activators of T cell receptors: qHTS campaign. Potency, µM (top dose mostly 9.22 µM), for the others: at the top dose activation of IL-2 secretion, actives largely listed as activators. primary human leukocytes, anti-CD3, IL-2 HTRF, 48 h. 330,000 tested, under 10 active; note: % of control where 0% means no effect
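48 hr co-incubation of compounds, a-CD3 beads and primary human leukocytes; IL-2 quantified homogeneously by HTRF with anti-IL-2 K and d2 conjugates.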
USP2a block: qHTS Assay for Inhibitors of Ubiquitin-specific Protease USP2a Using CHOP2 as the Reporter | Ubiquitin carboxyl-terminal hydrolase 2 (Homo sapiens), O75604 | Potency, µM (highest dose often 38.3 µM), for inactives: at the top dose activity change, negative = inhibition, hits mostly inhibitors | USP2 core, Ub-CHOP2 coupled fluorogenic reporter, 485/531 | 330,000 compounds, 0.01% hits;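 note: potency is the fitted concentration of half-maximal effect; plate controls were DMSO wells for no effect and full inhibition by NEM control for full effect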
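USP2 core (10nM final) preincubated 30min RT with compound in 20mM Tris-HCl pH 8.0, 2mM CaCl2, 2mM beta-mercaptoethanol, 0.05% CHAPS; 25nM Ub-CHOP2 plus 25nM reporter substrate added, fluorescence (Ex485/Em531) read after 60min.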
Tb PFK inh: qHTS Assay to Find Inhibitors of T. brucei phosphofructokinase. T. brucei PFK, ADP-Glo luminescence. Potency, µM (titrated, usually from 57.5 µM), without a hit: top-dose activity, negative = inhibition, usual class: inhibitors. 330,000 compounds, 0.17% hits. AID 485367, 2010;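 note: potency is the fitted concentration of half-maximal effect; 0% = uninhibited 1x PFK enzyme wells and -100% = no-enzyme wells; nearly all actives have a fitted effect of over 60% in size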
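In TEA buffer at pH 8.0 with 5 mM MgCl2, enzyme (1.25 nM) converted F6P (0.5 mM) and ATP (0.1 mM) for 45 min at room temperature. ADP product was read by luciferase luminescence.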
ELG1 DNA repair: qHTS screen for small molecules that inhibit ELG1-dependent DNA repair in human embryonic kidney (HEK293T) cells expressing luciferase-tagged ELG1 | HEK293T ELG1-luciferase reporter, luminescence, 16 h; DNA damage induced by 5-fluorouridine | Potency, µM (series often up to 46.1 µM), for inactives: top-dose activity change, negative = inhibition, actives largely listed as inhibitors | 330,000 compounds, 2.3% hits | AID 504467, 2011; note: potency is the fitted concentration of half-maximal effect; % is set by controls: 0 for no effect and ±100 for the full control effect; nearly all actives have a fitted effect of over 55% in size
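Reporter activity after DNA damage by 5-fluorouridine is monitored. Compound-treated cells incubate 16 hr at 37 °C, then ONE-Glo is added for 30 min before luminescence reading.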
B2AR arrestin: qHTS assay of beta-arrestin-biased ligands of beta2-adrenergic receptor; Beta-2 adrenergic receptor (Homo sapiens), P07550; beta-arrestin recruitment to beta2AR, cell-based reporter; Potency, µM (top dose mostly 46.1 µM), for inactives: top-dose activation, hits mostly activators; 330,000 compounds, 0.02% hits;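 note: potency is the fitted concentration of half-maximal effect; 0% = DMSO controls and full agonism = EC100 isoproterenol or metaproterenol; nearly all actives have a fitted effect of over 65% in size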
PTAP TSG101 blk: qHTS Assay for Iinhibitors of HIV-1 Budding by Blocking the Interaction of PTAP/TSG101. 340,000 tested, under 10 active. AID 493005, 2010. Fluorescence polarization, FITC-PTAP peptide / Tsg101 binding. Potency, µM (highest dose often 115 µM), without a hit: at the highest dose activity change, negative = inhibition, actives largely listed as inhibitors. Tumor susceptibility gene 101 protein (Homo sapiens), Q99816; active = well fitted inhibition curve with a large enough effect in the main read-out, with a control signal flat, not every such curve was filed as active; inconclusive = small, poorly fitted or top-dose-only effect, or effect the other way, or a change in a side signal; inactive = no such curve, though single readings can be large or run the other way; note: potency is the fitted concentration of half-maximal effect; % of control where 0% means no effect
Target sequence (Q99816 whole entry, looked up): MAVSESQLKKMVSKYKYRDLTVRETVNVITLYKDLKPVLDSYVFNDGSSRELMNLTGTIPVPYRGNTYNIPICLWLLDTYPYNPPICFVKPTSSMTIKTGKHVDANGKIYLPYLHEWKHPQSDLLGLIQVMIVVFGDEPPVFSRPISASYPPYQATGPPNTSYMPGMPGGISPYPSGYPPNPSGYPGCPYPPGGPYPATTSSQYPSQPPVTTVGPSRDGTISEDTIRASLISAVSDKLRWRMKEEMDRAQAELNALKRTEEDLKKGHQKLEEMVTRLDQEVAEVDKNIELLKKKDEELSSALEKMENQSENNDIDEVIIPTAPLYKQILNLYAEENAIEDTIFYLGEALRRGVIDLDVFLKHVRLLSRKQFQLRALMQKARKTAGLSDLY
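FP read-out: FITC-PTAP peptide, 50 nM final, binding Tsg101 binding domain, 10 uM final; 20 min, r.t.; 10 mM HEPES pH 7.5, 0.15 M NaCl, 0.01% Tween 20, 3 mM EDTA, 0.1 mM TCEP.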
Chronic BCR inh: qHTS Assay to Find Inhibitors of Chronic Active B-Cell Receptor Signaling; ABC-DLBCL IkBa-CBG/CBR reporter, luminescence ratio, 4 h; Potency, µM (doses to about 46.1 µM), for the others: at the highest dose ratio change, negative = lower green/red ratio, hits mostly inhibitors; 340,000 compounds, 0.05% hits; AID 493014, 2011; active = well fitted inhibition curve with a large enough effect in the signal ratio, with a control signal flat, not every such curve was filed as active; inconclusive = small, poorly fitted or top-dose-only effect, or effect the other way, or a change in a side signal; the % refers to the signal ratio;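 note: potency is the fitted concentration of half-maximal effect; plate controls were basal doxycycline-induced cells for no effect and cells given 10 µM MG132 for full effect; MG132 reads +100%, hits lower the ratio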
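Doxycycline induced both beetle luciferases in TMD8 lymphoma cells; IKK-driven degradation limits the IkappaBalpha-fused green signal, while red luminescence normalises for cell number and nonspecific effects. Compounds tested up to 46 uM, 4 hrs.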
uPA surface inh: qHTS for Inhibitors of Cell Surface uPA Generation. AID 540303, 2011. 330,000 compounds, 0.31% hits. Potency, µM (series often up to 38.3 µM), without a hit: at the top dose activity change, negative = inhibition, hits mostly inhibitors. cell surface uPA generation assay, qHTS; active = well fitted inhibition curve with a large enough effect; inconclusive = small, poorly fitted or top-dose-only effect; inactive = no such curve, though single readings can be large or run the other way; tested in mouse RAW 264.7 cells; note: potency is the fitted concentration of half-maximal effect; % is set by controls: 0 for no effect and ±100 for the full control effect; nearly all actives have a fitted effect of over 55% in size
An asterisk follows results filed as active; u = inconclusive; x = not tested or not shown; [ ] = another dose, or the depositor's remark. Unless noted, calls come from the whole dose curve; as a rule, active = well fitted curve in the direction sought with a large enough effect; inconclusive = small, poorly fitted or top-dose-only effect, or another doubt; inactive = no such curve, though single readings can be large; an effect the other way counts as inactive or inconclusive.

SMILES | Eya2 phos inh | Mito fusion act | TSHR antagonist | TCR activator | USP2a block | Tb PFK inh | ELG1 DNA repair | B2AR arrestin | PTAP TSG101 blk | Chronic BCR inh | uPA surface inh
COc1ccc(/C=N/OCC(=O)N2CC3(C)CC2CC(C)(C)C3)cc1 (configuration not stated) | 3% | -2% | -1 | x | 2% | 0% | 3% | 0.4% | -3% | 7% | 6%
Cc1ccccc1NCCC(=O)Nc1ccc(F)cc1 | -8% | -5% | 0 | 13% | 3% | 1% | 10% | -0.4% | -4% | -17% | 1%
Cc1cc(OCC(O)CN2CCOCC2)cc(C)c1Cl (configuration not stated) | -4% | -4% | -2 | 2% | -1% | -5% | -23% | -0.5% | 0% | -1% | 3%
O=C(COC(=O)CCCc1nc2ccccc2s1)Nc1ncc(Cl)cc1Cl | -15% | -2% | -7 | -1%[46.1 µM] | 2% | -5% | 23% | -0.9% | -3% | 11% | 8%
CSc1ccc(/C=N/NC(=O)c2ccccc2Cl)cc1 | -2% | -5% | 0 | 1% | 2% | 6% | u | 0.0% | -9% | u | -6%
C=CCn1c(-c2cccc3ccccc23)n[nH]c1=S | -4% | 1% | -27 | -2% | 0% | 2% | 0% | 10.0% | -2% | u | 1%
CCCC1(CCC)NC(=O)NC1=O | 2% | 0% | -1 | 2% | 4% | 7% | 14% | -0.3% | -5% | -3% | 2%
O=c1c(-c2ccc(O)cc2)coc2cc(OC3OC(CO)C(O)C(O)C3O)cc(O)c12 (configuration not stated) | 5% | 2% | 12 | 0% | 4% | 1% | u | 0.2% | -1% | u | 4.5µM*
C/C(=N\NC(=O)CNc1ccc(F)cc1)c1cc2ccccc2o1 | 0% | 8% | 0 | 7% | -6% | 3% | -17% | -0.5% | 0% | -1% | 2%
COc1ccc(C(=O)C2CCCN(Cc3ccc(Sc4nncn4C)o3)C2)cc1F (configuration not stated) | -6% | -4% | -4 | -4% | 2% | 0% | u | -0.1% | -6% | -1% | 4%
S=C(Nc1ccccc1Cl)Nc1ccc(Cl)cc1Cl | -7% | -3% | 10 | 2% | -1% | -5% | 2% | -0.2% | -3% | -8% | -4%
CCc1ccccc1NC(=O)N1CCCC(CCC(=O)N(C)CCc2ccccn2)C1 (configuration not stated) | -4% | -1% | 1 | -2% | 0% | 17% | 3% | 0.1% | -6% | 13% | -6%
Cc1cccn2c(N)c(-c3ccccc3)nc12 | -3% | -4% | -4 | 0% | -1% | -4% | u | 0.0% | -9% | u | -3%
COc1ccc(S(=O)(=O)Nc2ccccc2OC)cc1NC(=O)c1cc2ccccc2oc1=O | -8% | -10% | -7 | -7%[46.1 µM] | 2% | 3% | u | -0.7% | -5% | u | 1%
O=C(Nc1cccnc1)c1ccc(Cl)cc1[N+](=O)[O-] | 6% | -1% | -2 | -1% | 4% | 1% | 3% | 0.5% | -1% | -5% | 4%
O=C(CSc1nnc(C2CC2)n1Cc1ccccc1)Nc1cccnc1Cl | -10% | 0% | -3 | 0% | 13% | -1% | -4% | 0.1% | -1% | 3% | -1%
COc1ccc(C2c3[nH]c4ccccc4c3C[C@H]3C(=O)N(C4CCN(Cc5ccccc5)CC4)CC(=O)N23)c(OC)c1 (some centres not stated) | -8% | -3% | -13 | -2% | 0% | -2% | -3% | -0.4% | -11% | 3% | 7%
CC1=CC2=NC(=O)/C(=C\c3cc(C)n(-c4cccc(Cl)c4)c3C)C(=N)N2O1 | -5% | -2% | -5 | 9%[46.1 µM] | 5% | -7% | u | -0.7% | 2% | 0% | -24%
Cc1c(C(=O)C(=O)N2CCN(C)CC2)c2ccccc2n1C | 2% | -2% | -4 | 10% | 0% | -1% | 12% | 0.0% | 1% | -2% | -6%
O=C(Nc1cccc2c1CCCC2)c1ccccc1F | 1% | 13% | 22 | x | -1% | -2% | u | 0.0% | -1% | 1% | -2%

Exported as tab-separated lines: part of the list above.
Molecule	Eya2 phos inh	Mito fusion act	TSHR antagonist	TCR activator	USP2a block	Tb PFK inh	ELG1 DNA repair	B2AR arrestin	PTAP TSG101 blk	Chronic BCR inh	uPA surface inh
S=C(Nc1ccccc1Cl)Nc1ccc(Cl)cc1Cl	-7%	-3%	10	2%	-1%	-5%	2%	-0.2%	-3%	-8%	-4%
CCc1ccccc1NC(=O)N1CCCC(CCC(=O)N(C)CCc2ccccn2)C1 (configuration not stated)	-4%	-1%	1	-2%	0%	17%	3%	0.1%	-6%	13%	-6%
Cc1cccn2c(N)c(-c3ccccc3)nc12	-3%	-4%	-4	0%	-1%	-4%	u	0.0%	-9%	u	-3%
COc1ccc(S(=O)(=O)Nc2ccccc2OC)cc1NC(=O)c1cc2ccccc2oc1=O	-8%	-10%	-7	-7%[46.1 µM]	2%	3%	u	-0.7%	-5%	u	1%

Continuation:
SMILES | Eya2 phos inh | Mito fusion act | TSHR antagonist | TCR activator | USP2a block | Tb PFK inh | ELG1 DNA repair | B2AR arrestin | PTAP TSG101 blk | Chronic BCR inh | uPA surface inh
O=C(CSc1ccc2ccccc2c1)NCCCN1CCCC1=O | 13% | -2% | -11 | -3% | 12% | 0% | 4% | -0.2% | -3% | 1% | 5%
COc1ccc(C(=O)NC(C(=O)N2CCN(c3ccccc3O)CC2)C(C)C)cc1 (configuration not stated) | 3% | 10% | 3 | 0% | -2% | 2% | -10% | 0.1% | 0% | 8% | -12%
COc1ccc(C(=O)OCN2C(=O)c3ccccc3C2=O)cc1 | -6% | -4% | 8 | -2% | 0% | -2% | 16% | 0.2% | -6% | -12% | 4%
CC1Cc2ccccc2N1S(=O)(=O)c1cnc(Cl)c(Cl)c1 (configuration not stated) | -29% | -9% | -8 | 0% | -7% | -3% | 42% | -0.3% | 1% | u | u
COc1cccc(/C=C/C(=C2/C(=O)N(c3ccccc3)N=C2C)c2ccc(C)cc2)c1OC | 1% | -5% | 5 | -1%[46.1 µM] | 4% | -5% | 3% | -0.3% | 3% | 2% | 3%
COc1ccc(NC(=O)/C(C#N)=C/c2ncc([N+](=O)[O-])n2C)c(OC)c1 | -2% | 1% | 0 | 2% | 0% | 0% | -12% | 0.0% | 3% | 3% | -2%
COc1ccc(C2(C(N)=O)CCCCC2)cc1OC | 2% | 0% | -2 | 6% | 0% | -2% | 1% | 0.3% | 3% | -1% | 2%
COc1ccc(-n2nc3c(c2NC(=O)C2CC(=O)N(c4ccccc4)C2)CS(=O)(=O)C3)cc1 (configuration not stated) | -12% | -2% | 6 | -1% | -1% | 0% | 1% | -0.4% | -1% | -3% | 3%
Cc1ccc(S(=O)(=O)N2CCOCC2)cc1NC(=O)CNCC1CCCCC1 | 3% | 2% | 1 | x | 1% | -1% | -8% | -0.2% | -8% | 1% | -6%
COc1ccc(-c2nnc(SCCC(=O)O)n2-c2ccccc2)cc1OC | 7% | -2% | 17 | 1% | 0% | 3% | -7% | -0.1% | -3% | 3% | x
CC(C)CC(=O)N1CCN(Cc2ccc(C(F)(F)F)cc2)CC1 | -27% | 4% | 54 | 1% | 0% | -5% | -19% | -0.3% | 0% | -2% | -1%

High-throughput results: PubChem, National Center for Advancing Translational Sciences (NCATS)
